# Screening results: PubChem, National Center for Advancing Translational Sciences (NCATS)
# TGFb inhibitor = blocks TGF-b signaling | Potency, µM (titrated, usually from 46.1 µM), for the others: at the top dose activity, negative = inhibition, hits mostly inhibitors | AID 588855 | 410,000 tested, 1.2% active | HepG2 CAGA-GFP TGF-b/SMAD3 reporter, GFP fluorescence, 18 h; TGF-beta stimulated, 500 pg/mL final; note: potency is the fitted concentration of half-maximal effect; % is set by controls: 0 for no effect and ±100 for the full control effect; nearly all actives have a fitted effect of over 65% in size
#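 Cell-based qHTS in HEPG2 carrying a CAGA-GFP Smad reporter; compounds added before 500 pg/mL final TGF-beta, 18 h incubation at 37 degrees C, GFP fluorescence quantified per cell by imaging cytometry.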
# HepG2 viability = kills HepG2 cells in TGF-b inhibitor counter-screen. HepG2 CAGA-GFP viability, ATP luminescence, 18 h. 410,000 tested, 0.76% active. Potency, µM (series often up to 46.1 µM), for inactives: top-dose activity change, negative = cytotoxicity, usual class: cytotoxic; note: potency is the fitted concentration of half-maximal effect; some results filed as inactive show a strong effect at the top dose
#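 CellTiter-Glo luminescence gave cytotoxicity after 18 hours at 37 degrees C. The cells were HepG2 CAGA-GFP in 1% FBS DMEM, stimulated with 500 pg/mL TGF-beta after compound addition. %Activity was normalised to no-cell wells (complete cell-killing) and DMSO (no toxicity), and curves were fitted and classified.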
# ATXN2 expr inh = inhibitors of ATXN2 expression | HEK-293 ATXN2-luciferase reporter, luminescence, 24 h | Potency, µM (highest dose often 57 µM), for inactives: top-dose activity change, negative = inhibition, usual class: inhibitors | 360,000 tested, 0.72% active; note: potency is the fitted concentration of half-maximal effect; % is set by controls: 0 for no effect and ±100 for the full control effect; nearly all actives have a fitted effect of over 55% in size
#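 ATXN2-luciferase reporter cells (luciferase flanked by upstream and downstream ATXN2 gene portions) were treated 24 h at 37 °C with compounds at up to 57 uM. SteadyGlo luminescence gave expression; GF-AFC fluorescence gave viability.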
# S2 tox = reduces viability in counter-screen for ATXN expression inhibitors; 400,000 tested, 0.49% active; S2 cells (HEK-293 line with an ATXN2-luciferase reporter) viability, CellTiter-Fluor protease fluorescence, 24 h; AID 651635; Potency, µM (top dose mostly 56.7 µM), most hits filed as cytotoxic; note: potency is the fitted concentration of half-maximal effect; nearly all actives have a fitted effect of over 40% in size
# MCF10A rerep = DNA re-replication induction in MCF 10a cells; MCF 10A DNA re-replication, Hoechst nuclear intensity, 48 h; Potency, µM (highest dose often 46.1 µM), for inactives: at the highest dose activity, positive = re-replication, hits mostly activators; 350,000 tested, 2.9% active; AID 624296; note: potency is the fitted concentration of half-maximal effect; % of control where 0% means no effect; nearly all actives have a fitted effect of over 50% in size
# IL-1B inflam inh = blocks inflammasome-driven IL-1 beta release | THP-1 LPS/ATP IL-1B secretion, AlphaLISA, 16 h; stronger effect = lower value | activity change, % at 57.5 µM | 360,000 tested, 4.7% active; in the data active = activity change below about -50%; inconclusive = mostly about -30% to -49%; note: % is set by controls: 0 for no effect and ±100 for the full control effect
#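 THP-1 cells pretreated 1 hr with compounds (up to 57.5 uM final), then stimulated with LPS (250 ng/mL final) plus ATP (1.25 mM final); secreted IL-1B measured by AlphaLISA after 16 hr, decreased signal indicating inhibition.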
# A549 viability = counter-screen for Nrf2 inhibitors: cytotoxicity in A549 cells; AID 504648; Potency, µM (highest dose often 46 µM), inactives show at the highest dose activity change, negative = cytotoxicity, usual class: inhibitors; A549 ARE-Fluc cells, CellTiter-Fluor viability, 18-24 h; 390,000 tested, 0.16% active; note: potency is the fitted concentration of half-maximal effect; % is set by controls: 0 for no effect and ±100 for the full control effect
#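 Cytotoxicity counterscreen: CellTiter-Fluor fluorescence was measured in A549 ARE_Fluc cells after 18-24 h of compound exposure in a concentration series. The subsequent BugLite luminescent read reports ARE-luciferase activity.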
# Nrf2 activator = Nrf2 pathway activation | AREc32 ARE-luciferase reporter (MCF7-derived line), luminescence, 24 h | Potency, µM (top dose mostly 46.1 µM), for the others: at the top dose activation, hits mostly activators | 410,000 tested, 0.31% active | AID 624171; note: potency is the fitted concentration of half-maximal effect; % of control where 0% means no effect; nearly all actives have a fitted effect of over 65% in size
#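 Cells of the AREc32 ARE-luciferase line are plated in OPTI-MEM containing 5% FBS and left overnight at 37 deg C. Compounds are pinned in, incubation continues 24 hr, and firefly luciferase signal is then measured.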
# Nrf2 inh = Nrf2 pathway inhibition; A549 ARE-Fluc reporter, luciferase luminescence, 18-24 h; Potency, µM (highest dose often 46 µM), without a hit: top-dose activity change, negative = inhibition, usual class: inhibitors; 360,000 tested, 2.1% active; note: potency is the fitted concentration of half-maximal effect; % is set by controls: 0 for no effect and ±100 for the full control effect; nearly all actives have a fitted effect of over 60% in size
#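 Reporter: ARE-Fluc in A549. Exposure: 18-24 h, 37 °C, 5% CO2, 5% FBS OPTI-MEM. Readouts: fluorescent cytotoxicity (CellTiter-Fluor), then luminescent Nrf2 signal after BugLite.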
# * hit, by the source's call; i = inactive; ? = inconclusive; . = no result given; & = joins results of further samples; [ ] = remark or other dose. Unless noted, calls come from the whole dose curve; as a rule, active = well fitted curve in the direction sought with a large enough effect; inconclusive = small, poorly fitted or top-dose-only effect, or another doubt; inactive = no such curve, though single readings can be large; an effect the other way counts as inactive or inconclusive. No enrichment for hits. Share with any hit: about 8.8%.
Compound	TGFb inhibitor	A549 viability	Nrf2 activator	S2 tox	HepG2 viability	MCF10A rerep	Nrf2 inh	ATXN2 expr inh	IL-1B inflam inh
CCOC(=O)c1cccc(NC(=O)Cn2c(CC(=O)NC)nc3ccccc32)c1	-6%	0%[1.84 µM]	1.7%	i	-2%	3%	?	10%	24
NC(=O)C1CCN(c2ccc(S(=O)(=O)N3CCC(Cc4ccccc4)CC3)cn2)CC1	?	-18%	-1.1%	i	-23%	?	1.6µM*	-24%	-1
O=C(CNC(=O)Cc1ccccc1)NCC(=O)N1CCCCC1	-12%	-2%	-0.4%	i	7%	-6%	-2%	13%	0
Clc1ccc(-c2cc(CSc3ccccc3)on2)cc1	18%	9%	2.8%	i	5%	0%	.	101%[activator]	-4
CC1Cc2ccccc2N1C(=O)CSc1nnc(CSc2ncccn2)n1C (stereo unspecified)	9%	-3%	0.0%	i	1%	4%	.	?	7
Cc1ccc(CSc2nc(-c3ccccc3)c(C#N)c(=O)[nH]2)cc1	?	0%	-0.1%	i	-29%	63%	-15%	-1%	37
CCOC(=O)c1csc(NC(=O)CSc2nnc(C3CC3)n2C)n1	28%	-1%	-0.2%	i	-1%	9%	20%	5%	16
CC1=CN2C(c3cccc([N+](=O)[O-])c3)=NON(c3ccc(C)cn3)C2C=C1 (stereo unspecified)	10%	.	1.5%	i	-17%	.	.	4%	42
Cc1nc(SCC(=O)c2ccc(Cl)cc2)c([N+](=O)[O-])[nH]1	?	-5%	5.8%	.	-24%	-3%	-3%	.	51
CCN(CC)CC(=O)Nc1ccc2c(c1)Nc1ccccc1CC2	9%	-7%	8.9%	?	-50%	1%	3%	-3%	-14
Cc1ccc(S(=O)(=O)Nc2ccc3c(c2)C(=O)N([C@H](C)CO)C[C@H](C)[C@@H](CN(C)C(=O)Nc2ccc4c(c2)OCO4)O3)cc1	?	-2%	-0.2%	i	9%	4%	7%	7%	9
O=C(NCCCN1CCOCC1)c1ccc2c(c1)N(Cc1ccccc1)C(=O)c1ccccc1S2	0%&-21%	-1%&-4%	2.1%&24%	i	-1%&-33%	?	?	7%	?
CC(C)CN1CC(C)C(=O)NC1=S (stereo unspecified)	-3%	0%	0.2%	i	0%	-4%	-4%	1%	10
CCOC(=O)C1CCCN(C(=O)c2ccc3c(=O)n(CCOC)c(=S)[nH]c3c2)C1 (stereo unspecified)	?	1%	-0.7%	i	0%	?	?	?	0
CCN(CC)S(=O)(=O)c1cc(NC(=O)COC(=O)C2CCC2)ccc1C	1%	-3%	-0.5%	?	1%	-3%	0%	.	12
O=S(=O)(c1ccccc1)c1ncc(C(F)(F)F)cc1Cl	?	?	-3.1%	?	-60%	6.3µM*	?	?	-106*
Cc1cc(=O)oc2cc(OCC(=O)N3CCCC3)ccc12	-3%	0%	-0.3%	i	-19%	1%	4%	.	-25
COc1cccc(OCCCCN2CC(C)OC(C)C2)c1 (stereo unspecified)	4%	2%	-0.4%	?	7%	1%	-9%	-14%	0
CCN(CC(=O)Nc1c(F)cccc1F)C(=O)CCN1C(=O)C2CCCCC2C1=O (stereo unspecified)	1%	2%	0.2%	i	5%	4%	1%	1%	9
COc1ccc(CCNC(=O)CCCN2C(=O)C(c3ccccc3)Oc3cccnc32)cc1OC (stereo unspecified)	-6%	2%	-0.6%	i	-5%	-13%	-10%	12%	-10

# Later entries:
Compound	TGFb inhibitor	A549 viability	Nrf2 activator	S2 tox	HepG2 viability	MCF10A rerep	Nrf2 inh	ATXN2 expr inh	IL-1B inflam inh
Cc1ccsc1C(=O)NNC(=O)C1C2C=CC(C2)C1C(=O)O (stereo unspecified)	0%	12%	0.8%	i	5%	-3%	?	33%	20
Cc1nc(SC(C(=O)c2ccccc2)c2ccccc2)n[nH]1 (stereo unspecified)	1%	-13%	-0.9%	i	-11%	19%	-5%	2%	16
CCOC(=O)c1c(NC(=O)C2CC2)sc2c1CC(C)(C)OC2	16%	-9%	2.9%	?	-2%	1%	?	6%	-6
CCC(Oc1cccc(C)c1)C(=O)Nc1ccccc1C(=O)N1CCOCC1 (stereo unspecified)	0%	-3%	-0.7%	?	10%	2%	-20%	-21%	10
CC(=O)c1cccc(NC(=O)c2ccc(-c3ccccc3[N+](=O)[O-])o2)c1	3%	-4%	8.6%	?	-13%	18µM*	?	32%[activator]	?
NC(=O)c1ccc(-c2nnc(Nc3ccc(S(N)(=O)=O)cc3)c3ccccc23)cc1	-17%	-6%	0.0%	i	10%	-6%	-5%	29%	22
Cc1cc(C)c(-c2c(O)c3cccnc3n(C)c2=O)c(C)c1	-3%	-11%	-0.1%	i	0%	3%	9%	-4%	-7
O=C(Nc1sc2c(c1C(=O)O)CCC2)c1cccc(Cl)c1	-22%	-4%	0.4%	i	-14%	?	?	-14%	-4
CC1=C(C(=O)N2CCCCC2)C(c2ccc(Cl)cc2)n2c(nc3ccccc32)N1 (stereo unspecified)	-13%	-4%	0.4%	i	15%	.	-4%	-1%	.
CC(=O)c1ccc(N(C)C)c2c(N(C)C)cccc12	1%	10%	0.0%	i	-1%	0%	10%	-5%	-22
C=CCNC(=O)/C(=C\C=C\c1ccccc1)NC(=O)c1ccccc1Cl	2%	0%	0.2%	i	16%	18%	1%	20%[11.3 µM]	-10
O=C(Nc1ccccc1)NC1(C(=O)NCc2cccs2)CCCCC1	0%	2%	-0.9%	i	0%	?	?	-1%	3
CC1(C(=O)NS(=O)(=O)c2cccc(Cl)c2)CCN1C(=O)CC1CCCCC1 (stereo unspecified)	2%	.	0.1%	i	1%	.	.	6%	44
O=C(C1=C(O)C(=O)N(Cc2ccco2)C1c1cccs1)c1cccs1 (stereo unspecified)	-4%	-10%	-0.4%	i	-3%	-1%	-12%	3%	75
CCOc1cccc2sc(=NC(=O)c3ccco3)n(CC(=O)OC)c12	-3%	-8%	15%	i	-11%	10%	-4%	-30%	-18
CC(C)C(NC(=O)c1ccc(C(C)(C)C)cc1)C(=O)NCc1ccccn1 (stereo unspecified)	0%	-12%	0.1%	i	-27%	0%	0%	-11%	-20
COc1ccccc1Cn1cc(C(=O)c2ccc(C)cc2)c(=O)c2cc(F)cc(F)c21	19%	-2%	0.2%	i	8%	.	2%	3%	.
Cn1c(SCc2nc3ccccc3n2CCO)nc2ccccc21	11%	-2%	0.1%	i	-1%	-1%	6%	-3%	-5
COc1ccc(C(C)C)cc1-c1cncc(NC(C)=O)n1	0%	.	0.3%	i	-3%	.	.	13%	-96*
CCOC(=O)N1CCC(NC(=O)c2cc(S(=O)(=O)N3CCOCC3)ccc2F)CC1	-1%	?	0.5%	?	-2%	-3%	-21%	3%	9

# Continued.
Compound	TGFb inhibitor	A549 viability	Nrf2 activator	S2 tox	HepG2 viability	MCF10A rerep	Nrf2 inh	ATXN2 expr inh	IL-1B inflam inh
CC(=O)N1N=C(c2ccc(Br)cc2)OC12CCCC2	3%	1%	-0.5%	i	17%	-4%	-1%	-24%	4
CC(C)n1c(C(=O)OCC(=O)NCc2ccc3c(c2)OCO3)cc2occc21	?	-6%	0.2%	i	-3%	2%	10%	-14%	31
Cc1ccc(-c2cc(N)n3nc(-c4ccc(C)cc4)cc3n2)cc1	-8%&-3%	3%&0%	0.1%&1.8%	?	-44%&-27%	?	-7%	-16%&-23%	-1
COc1ccc(CNC(=O)C2CC(C)=C(C)CC2C(=O)O)cc1OC (stereo unspecified)	-1%	1%	-0.1%	i	1%	?	-27%	6%	24
CCOC(=O)c1ccccc1NC(=O)c1c(C)oc2ncnc(N3CCOCC3)c12	-2%	9%	1.4%	.	-4%	.	-12%	.	.
O=C(O)c1ccn(COc2ccc(Br)cc2)n1	-4%	-2%	-0.2%	i	1%	-44%[inhibitor]	-4%	4%	0
Cc1[nH]c(=O)[nH]c(=O)c1S(=O)(=O)N1CCCC(C(=O)N2CCC(Cc3ccccc3)CC2)C1 (stereo unspecified)	15%	-1%	0.0%	i	5%	10%	14%	-19%	29
Cc1ccc(CNC(=O)C(=O)NCC2OCCN2S(=O)(=O)c2cccs2)cc1 (stereo unspecified)	10%	-1%	-0.2%	i	-17%	-1%	0%	2%	-4
CCOc1cccc2sc(N(CCN(C)C)C(=O)/C=C/c3cccs3)nc12	?	0%	?	?	-68%	8.2µM*	5%	?	-103*
Cc1nn(Cc2ccccc2)c(C)c1C(=O)N1CCN(CC(=O)Nc2ccccc2Cl)CC1	-15%	-13%	0.6%	i	-24%	8%	-7%	-17%	-9
C=CCC[C@@H](CCCCC)OC(=O)/C=C/[C@H](O)[C@@H](O)C[C@@H](O)CC=C	.	.	4.4%	?	.	.	.	-33%	-6
COc1ccc(NS(=O)(=O)c2cccc(C(=O)NNC(=O)c3ccccc3OC)c2)cc1	-12%	1%	3.7%	i	-11%	3%	-18%	-3%	19
N#Cc1c(-c2ccco2)nc(SCc2ccc(F)cc2)[nH]c1=O	?	-1%	0.0%	i	-30%	?	-11%	-7%	42
COc1cc(C(=O)NCC(=O)N2CC=C(c3ccccc3)CC2)cc(OC)c1OC	-2%	-5%	-0.4%	?	-20%	7%	-23%	-23%	-6

# No new results follow: an excerpt of the list.
Compound	TGFb inhibitor	A549 viability	Nrf2 activator	S2 tox	HepG2 viability	MCF10A rerep	Nrf2 inh	ATXN2 expr inh	IL-1B inflam inh
CC(=O)N1N=C(c2ccc(Br)cc2)OC12CCCC2	3%	1%	-0.5%	i	17%	-4%	-1%	-24%	4
CC(C)n1c(C(=O)OCC(=O)NCc2ccc3c(c2)OCO3)cc2occc21	?	-6%	0.2%	i	-3%	2%	10%	-14%	31
Cc1ccc(-c2cc(N)n3nc(-c4ccc(C)cc4)cc3n2)cc1	-8%&-3%	3%&0%	0.1%&1.8%	?	-44%&-27%	?	-7%	-16%&-23%	-1
